# Assay outcomes (PubChem BioAssay)
# CXCR6 block – CXCR6 (human) receptor inhibition. O00574. CHO-K1 PathHunter CXCR6 beta-arrestin, luminescence. inhibition, % at 20 µM. 360,000 compounds, 0.36% hits. AID 602244; in the data active means inhibition above about 34%, passing the limit was not always enough;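 further: antagonist mode with CXCL16 agonist at 10 nM final; 0% = 10 nM CXCL16 with DMSO and 100% = unstimulated wells without agonist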
# Target sequence (O00574 whole entry, looked up): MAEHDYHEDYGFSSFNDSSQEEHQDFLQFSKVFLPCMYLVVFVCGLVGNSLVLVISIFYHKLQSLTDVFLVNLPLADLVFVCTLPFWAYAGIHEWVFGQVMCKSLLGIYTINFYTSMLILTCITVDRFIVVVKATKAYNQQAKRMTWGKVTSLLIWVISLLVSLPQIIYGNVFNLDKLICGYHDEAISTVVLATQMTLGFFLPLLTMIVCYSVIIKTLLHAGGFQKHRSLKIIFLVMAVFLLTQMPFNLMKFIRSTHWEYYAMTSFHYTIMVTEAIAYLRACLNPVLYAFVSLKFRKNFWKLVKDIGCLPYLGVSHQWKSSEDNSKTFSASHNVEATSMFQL
# EBI2 antag – EBI2 (human) antagonism; P32249; EBI2 beta-arrestin recruitment, luminescence, 7a,25-OHC stimulated; inhibition, % at 5 µM; 360,000 compounds, 0.81% hits; AID 651636; in the data active means inhibition above about 38%;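 further: enzyme fragment complementation signal reports receptor beta-arrestin coupling in cells; 0% = agonist plus DMSO wells and 100% = wells without agonist; some results beyond the cut were filed as inactive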
# Target sequence (P32249 whole entry, looked up, the tested form may be a part): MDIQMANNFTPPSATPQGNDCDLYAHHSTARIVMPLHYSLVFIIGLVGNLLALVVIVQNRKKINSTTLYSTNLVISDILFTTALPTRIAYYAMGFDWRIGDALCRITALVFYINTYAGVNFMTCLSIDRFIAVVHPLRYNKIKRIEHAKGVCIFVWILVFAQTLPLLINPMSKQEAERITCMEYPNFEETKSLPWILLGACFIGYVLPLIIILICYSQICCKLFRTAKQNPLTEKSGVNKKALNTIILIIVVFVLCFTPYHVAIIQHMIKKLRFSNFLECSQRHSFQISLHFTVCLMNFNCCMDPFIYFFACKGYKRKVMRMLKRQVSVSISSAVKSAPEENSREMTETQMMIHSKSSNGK
# Starred values were filed as active, the others as inactive.
# Preview:
cpd | Structure | CXCR6 block | EBI2 antag
1 | C#CCN(C[C@@H]1[C@@H](OC(=O)NCc2ccccc2)[C@@H](OC(=O)NCc2ccccc2)Cn2c(=O)n(CCCCCC)c(=O)n21)S(=O)(=O)c1ccc(C)cc1 | 4 | 14
2 | CCc1ccc(C(O)c2ncc(-c3cccc4ccccc34)[nH]2)cc1 (stereo not given) | -4 | 7
3 | CCc1ccc(N2CC(C(=O)Nc3ccccc3N3CCCC3)CC2=O)cc1 (stereo not given) | 5 | 10
4 | COc1ccc(CN2C(=O)CCC2(C)c2nnnn2Cc2ccccc2)cc1OC (stereo not given) | -10 | -5
5 | C=CCN(c1ccc(F)cc1)S(=O)(=O)c1cc(C(=O)NC2CC2)ccc1Cl | 8 | 2
6 | CCCC(=O)Nc1cc(OC)c(NC(=S)Nc2cccc(C)c2)cc1OC | 0 | -1
7 | Cc1cc(C)c2c(CN(Cc3ccccc3)Cc3ccccc3)cc(=O)oc2c1 | 7 | 19
8 | CCOc1ccc(-c2cc(C(=O)Nc3ccc(F)cc3)[nH]n2)c(C)c1 | -1 | 3
9 | CC1(C)OC(=O)C2=C(CC(c3ccccc3)OC2CCc2ccccc2)O1 (stereo not given) | 11 | 19
10 | O=C1NC[C@@H](CCCCN2CCN(CCc3ccc(O)cc3)C(=O)C2=O)N(CCC2CCCCC2)C1=O | -2 | 3
11 | Cc1nc(N/N=C/c2cccnc2)cc(N2CCOCC2)n1 | -5 | -3
12 | CCc1nc2c(OCCOc3ccccc3)cccn2c1N(C)C(=O)c1ccc(OC)cc1 | -1 | -6
13 | O=c1oc(=S)oc2c1[C@H](c1ccc(Cl)cc1)O[C@H](C1CCCC1)C2 | 6 | 3
14 | O=C(/C=C/[C@H]1O[C@@H](n2cnc3c(NC(=O)c4ccccc4)ncnc32)[C@H](O)[C@@H]1O)NCc1ccccc1 | 10 | -2
15 | Cc1ccccc1S(=O)(=O)NC(=O)C1(C)CCN1C(=O)C1(c2ccc(Cl)cc2)CC1 (stereo not given) | 2 | -4
16 | CCN(CC)C(=O)C1=C(C)N(CCCOC)C(=O)C(CC(=O)NC2CC2)C1 (stereo not given) | -6 | -2
17 | CC1(C(=O)NS(=O)(=O)c2cccs2)CCN1C(=O)C1CC1 (stereo not given) | -7 | -25
18 | C#Cc1cccc(Nc2nc(NC(C)C)nc3ccsc23)c1 | -6 | 1
19 | CCOC(=O)[C@]12CCC=C1N(Cc1ccccc1)C(=O)[C@H](CC(=O)N1CCOCC1)C2 | -5 | -4
20 | CC1(C(=O)NCc2ccccc2Br)CCN1C(=O)C1(c2ccc(Cl)cc2)CC1 (stereo not given) | 7 | 12

# All compounds of this part, repeating the preview:
cpd | Structure | CXCR6 block | EBI2 antag
1 | C#CCN(C[C@@H]1[C@@H](OC(=O)NCc2ccccc2)[C@@H](OC(=O)NCc2ccccc2)Cn2c(=O)n(CCCCCC)c(=O)n21)S(=O)(=O)c1ccc(C)cc1 | 4 | 14
2 | CCc1ccc(C(O)c2ncc(-c3cccc4ccccc34)[nH]2)cc1 (stereo not given) | -4 | 7
3 | CCc1ccc(N2CC(C(=O)Nc3ccccc3N3CCCC3)CC2=O)cc1 (stereo not given) | 5 | 10
4 | COc1ccc(CN2C(=O)CCC2(C)c2nnnn2Cc2ccccc2)cc1OC (stereo not given) | -10 | -5
5 | C=CCN(c1ccc(F)cc1)S(=O)(=O)c1cc(C(=O)NC2CC2)ccc1Cl | 8 | 2
6 | CCCC(=O)Nc1cc(OC)c(NC(=S)Nc2cccc(C)c2)cc1OC | 0 | -1
7 | Cc1cc(C)c2c(CN(Cc3ccccc3)Cc3ccccc3)cc(=O)oc2c1 | 7 | 19
8 | CCOc1ccc(-c2cc(C(=O)Nc3ccc(F)cc3)[nH]n2)c(C)c1 | -1 | 3
9 | CC1(C)OC(=O)C2=C(CC(c3ccccc3)OC2CCc2ccccc2)O1 (stereo not given) | 11 | 19
10 | O=C1NC[C@@H](CCCCN2CCN(CCc3ccc(O)cc3)C(=O)C2=O)N(CCC2CCCCC2)C1=O | -2 | 3
11 | Cc1nc(N/N=C/c2cccnc2)cc(N2CCOCC2)n1 | -5 | -3
12 | CCc1nc2c(OCCOc3ccccc3)cccn2c1N(C)C(=O)c1ccc(OC)cc1 | -1 | -6
13 | O=c1oc(=S)oc2c1[C@H](c1ccc(Cl)cc1)O[C@H](C1CCCC1)C2 | 6 | 3
14 | O=C(/C=C/[C@H]1O[C@@H](n2cnc3c(NC(=O)c4ccccc4)ncnc32)[C@H](O)[C@@H]1O)NCc1ccccc1 | 10 | -2
15 | Cc1ccccc1S(=O)(=O)NC(=O)C1(C)CCN1C(=O)C1(c2ccc(Cl)cc2)CC1 (stereo not given) | 2 | -4
16 | CCN(CC)C(=O)C1=C(C)N(CCCOC)C(=O)C(CC(=O)NC2CC2)C1 (stereo not given) | -6 | -2
17 | CC1(C(=O)NS(=O)(=O)c2cccs2)CCN1C(=O)C1CC1 (stereo not given) | -7 | -25
18 | C#Cc1cccc(Nc2nc(NC(C)C)nc3ccsc23)c1 | -6 | 1
19 | CCOC(=O)[C@]12CCC=C1N(Cc1ccccc1)C(=O)[C@H](CC(=O)N1CCOCC1)C2 | -5 | -4
20 | CC1(C(=O)NCc2ccccc2Br)CCN1C(=O)C1(c2ccc(Cl)cc2)CC1 (stereo not given) | 7 | 12
21 | C[C@@H]1CN([C@@H](C)CO)C(=O)c2cc(NC(=O)c3ccccc3)ccc2O[C@@H](C)CCCCO[C@@H]1CN(C)S(=O)(=O)c1ccc(F)cc1 | 0 | 0
22 | O=C(COC(=O)c1cc(S(=O)(=O)N2CCOCC2)ccc1Cl)NC1CCCCC1 | -1 | -4
23 | FC(F)(F)c1ccc(-c2cccc3c2C2CC3CCN2Cc2ccc3c(c2)OCO3)cc1 (stereo not given) | -4 | 8
24 | CCOc1ccc(Cl)cc1-c1cc(C(=O)NC(C)C)[nH]n1 | 0 | -6
25 | COc1ccc(NC(=O)c2cc(C3CCCCN3S(=O)(=O)Cc3ccccc3)on2)c(C)c1 (stereo not given) | 2 | 14
26 | CCCc1c(-c2cccc(Cl)c2)ncn1CCc1ccccc1OC | -2 | 28
27 | CCCc1c(-c2ccc(Cl)cc2)ncn1CCc1ccccc1OC | 3 | 16
28 | COC(=O)[C@H](CC(C)C)NC(=O)/C=C/[C@H]1O[C@@H](n2cc(C)c(=O)[nH]c2=O)C[C@@H]1O | -10 | -7
29 | C(=C\c1ccccc1)/CN1CCN(C(c2ccnc3ccccc23)c2nnnn2C2CCCCC2)CC1 (stereo not given) | 13 | 31
30 | COC(=O)[C@@]1(Sc2ccc(C)cc2)CC(=O)N[C@@H]1c1ccc(Br)cc1 | -2 | 5
31 | COC(=O)[C@@]1(Cc2ccc(F)cc2)[C@H]2c3cc(C(=O)N(C)C)n(CCO)c3C[C@H]2CN1C(=O)c1ccccc1 | -5 | -4
32 | Cc1cnc(C)c(Nc2nc(C(N)Cc3ccccc3)cs2)n1 (stereo not given) | -8 | 1
33 | CCCNC(=O)C1(C)CCCN(C(=O)C2(c3ccc(Cl)cc3)CCCC2)C1 (stereo not given) | 17 | 8
34 | COc1ccccc1S(=O)(=O)N(C)C[C@@H]1OCc2cnnn2CCCC(=O)N([C@H](C)CO)C[C@H]1C | 2 | -3
35 | Cc1cn([C@H]2C[C@H](O)[C@@H](CCC(=O)NCCc3ccc4ccccc4c3)O2)c(=O)[nH]c1=O | 4 | -1
36 | CC(C)(C)c1ccc(SC2=C[C@@]3(O)CC[C@@H](O)[C@@](Sc4ccc(C(C)(C)C)cc4)(C2=O)[C@H]3O)cc1 | -8 | 30
37 | Nn1c(SCC(=O)N2CCCC2)nnc1-c1cccs1 | -6 | -7
38 | CCNC(=O)C1(C)CCCN(C(=O)c2ccccc2Br)C1 (stereo not given) | -1 | -9
39 | Cc1ccc(C(=O)CCC(=O)OCC(=O)Nc2cc(S(=O)(=O)N(C)C)ccc2C)cc1 | -2 | -5
40 | COc1cccc(C(=O)NCCS(=O)(=O)N2CCCC(C)C2)c1 (stereo not given) | -5 | -13
41 | Cc1ccc(NC(=O)c2cc(S(=O)(=O)N3CCCCC3)ccc2N2CCOCC2)c(C)c1 | -1 | -1
42 | O=C(NC1CCCCC1)C(c1ccnc2ccccc12)N1CCOCC1 (stereo not given) | -4 | 0
43 | CC(C)C[C@H]1CN(CCCC[C@H]2CNC(=O)C(=O)N2CCc2ccccc2)C(=O)C(=O)N1CCC1CCCCC1 | -3 | -10
44 | Cc1ccc(C)c(CC(=O)N2CCCC(c3cc(C(=O)Nc4ccc5c(c4)OCO5)no3)C2)c1 (stereo not given) | 5 | 10
45 | COC(=O)C[C@H]1C[C@H]2c3cc(NC(=O)CC4CC4)ccc3O[C@H]2[C@H](CO)O1 | 6 | -3
46 | CC(O)(c1ccc(F)c(F)c1)c1nc(-c2cccc(C(=O)O)c2)cs1 (stereo not given) | -1 | 3
47 | O=S1(=O)C=C[C@@H](CO)N1Cc1ccc(Br)cc1 | 4 | -4
48 | COCOCCn1cc(CN2CCS(=O)(=O)N(Cc3ccc(-c4ccc(Cl)cc4)cc3)C(CC(C)C)C2=O)nn1 (stereo not given) | -15 | 12
49 | O=C(NCCO)c1cccc(-c2ccc3nncn3c2)c1 | 2 | -2
50 | CC1(C)OC(=O)C2=C(C[C@@H](C3CC3)O[C@@H]2C2CC2)O1 | -3 | -8
51 | OC(c1cccc(Cl)c1)c1nc(-c2cccc3cccnc23)cs1 (stereo not given) | 4 | -1
52 | CCOC(=O)[C@]12CCC=C1N(CCC1=CCCCC1)C(=O)[C@H](CC(=O)NCCCCc1ccccc1)C2 | 8 | 11
53 | CC(C)=C[C@H]1C[C@H](C)[C@H]2CC[C@H](C)c3c(O)c(O[C@H]4OC[C@H](O)[C@@H](O)[C@@H]4O)c(C)c1c32 | 4 | 9
54 | COc1ccc(-c2cc(C(=O)NCc3cccc(Cl)c3)[nH]n2)c(C)c1 | 0 | 0
55 | CC1(C(=O)NS(=O)(=O)c2ccccc2)CCN1C(=O)Cc1cccc2ccccc12 (stereo not given) | -4 | 7
56 | CC1=NCC(C)c2ccccc21 (stereo not given) | 0 | -6
57 | CSCCC(NC(=O)COc1ccccc1)C(=O)N(C)Cc1c(F)cccc1Cl (stereo not given) | 0 | 8
58 | Cn1c(=O)c2cc(NC(=O)Cc3cccc4ccccc34)ccc2n1-c1ccccc1 | -1 | -1
59 | CN1CC(O)(C(O)C(O)C(O)CO)SC1=S (stereo not given) | 2 | -11
60 | CCOC(=O)C1=CCN(S(=O)(=O)c2ccc(C)cc2)C1c1ccc(C)cc1 (stereo not given) | 6 | 11

# Next section
cpd | Structure | CXCR6 block | EBI2 antag
61 | COc1ccc(CNC(=O)COC(=O)CN2C(=O)C3CCCCC3C2=O)cc1 (stereo not given) | 8 | -3
62 | Clc1cccc(-c2cc3nc(NCCOc4ccccc4)ccn3n2)c1 | -6 | 17
63 | CC(C)OC(=O)N(C)C[C@@H]1OCc2ccccc2-c2c(n(C)c3ccccc23)C(=O)N([C@@H](C)CO)C[C@H]1C | 9 | 1
64 | Cc1ccccc1OS(=O)(=O)c1cccc([N+](=O)[O-])c1 | -16 | -27
65 | O=C(/C=C/c1ccccc1Cl)OCC(=O)N1CCc2ccccc21 | 4 | -4
66 | Cc1ccccc1-c1csc(C(C)(O)c2ccccc2)n1 (stereo not given) | 3 | -3
67 | CCOC(=O)NC(=S)Nc1cccc(C)n1 | 6 | -6
68 | CC(C)Oc1cc(F)ccc1-c1cc(C(=O)NCc2ccccn2)[nH]n1 | 3 | -5
69 | COC(=O)c1ccc(Cn2c(C)c(C(=O)Nc3cccc(Oc4ccccc4)c3)sc2=O)o1 | -6 | 5
70 | C[C@@H]1CN([C@@H](C)CO)C(=O)CCCn2nncc2CO[C@H]1CN(C)C(=O)c1ccc(N2CCN(C)CC2)cc1 | -5 | -4
71 | COc1cccc(-c2nc3n(n2)CCc2ccccc2-3)c1 | 8 | 17
72 | CCOC(=O)[C@]12CCCC=C1N(Cc1cccc3ccccc13)C(=O)[C@H](CC(=O)NCC13CC4CC(CC(C4)C1)C3)C2 | 10 | 17
73 | c1ccc(COc2ncnc3c2ncn3CCCN2CCN(Cc3cccc4ccccc34)CC2)cc1 | -13 | 23
74 | CCOc1ccc(S(=O)(=O)Nc2ccc(C(=O)N(CC)CC(=O)NCc3cccs3)cc2)cc1 | 2 | -2
75 | c1ccc(CNn2nnc3ccccc32)cc1 | 5 | -5
76 | Nc1nc2c(ncn2[C@@H]2O[C@H](CNS(=O)(=O)C3CC3)[C@@H](O)[C@H]2O)c(=O)[nH]1 | 7 | -11
77 | C[C@@H]1CN([C@H](C)CO)C(=O)CCCn2nncc2CO[C@@H]1CN(C)S(=O)(=O)c1ccc(Cl)cc1 | 5 | 9
78 | COc1ccc(NC(=O)c2cc(C3CCCCN3S(=O)(=O)c3cccs3)on2)c(C)c1 (stereo not given) | -4 | 4
79 | O=C(NCCNC(=O)c1ccc(Cl)cc1Cl)c1ccc(Cl)cc1Cl | 0 | 6
80 | CCCNC(=O)C1(C)CCN(C(=O)COc2ccc(Cl)cc2Cl)C1 (stereo not given) | -5 | -6
81 | COc1ccc([C@H]2C[C@@H](n3cc(-c4ccc(F)cc4)nn3)[C@H](O)CN2Cc2cccs2)cc1 | 2 | 3
82 | OCc1ccccc1-c1nc(NCC2CC2)nc2ccsc12 | -2 | -1
83 | Cc1cc(Cl)ccc1NC(=O)/N=C1/NC(=O)CS1 | 7 | -5
84 | CCOC(=O)C1=CCN(S(=O)(=O)c2ccc(C)cc2)C1c1cccc(Br)c1 (stereo not given) | 5 | 19

# These rows are one share of the data. The share of hits here may be higher or lower than overall.
